Mcl1 Bid PPI: Mcl-1/Bid interaction inhibition; TR-FRET Mcl-1/Bid-Dy647 peptide binding, 1536-well; inhibition, % at 21.7 µM; 0.97% of 220,000 active; AID 1021;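 active = compounds that cut the binding signal by more than half at the single screening dose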;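 also: His-tagged Mcl-1 with europium anti-His antibody binding Bid BH3 peptide; 0% = Mcl-1 plus peptide wells and 100% = peptide-only wells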
Target sequence (Q07820 whole entry, looked up): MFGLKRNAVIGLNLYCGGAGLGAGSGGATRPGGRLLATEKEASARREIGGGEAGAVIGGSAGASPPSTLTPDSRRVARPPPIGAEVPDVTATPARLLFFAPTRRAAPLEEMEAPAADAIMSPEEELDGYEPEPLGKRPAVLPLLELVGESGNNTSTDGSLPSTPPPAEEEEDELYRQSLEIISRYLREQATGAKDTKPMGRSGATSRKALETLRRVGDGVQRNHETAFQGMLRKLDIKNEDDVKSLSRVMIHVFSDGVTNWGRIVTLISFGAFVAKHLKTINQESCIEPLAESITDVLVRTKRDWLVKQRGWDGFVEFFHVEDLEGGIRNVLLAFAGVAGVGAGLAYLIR
Mcl1 Noxa PPI: Mcl-1/Noxa interaction inhibition. inhibition, % at 21.7 µM. TR-FRET Mcl-1/Noxa peptide binding, 2 h. Q07820. 1.5% of 220,000 active;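 active = compounds that cut the protein-peptide binding signal by more than 50% relative to plate controls in a single-dose test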;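 also: His-tagged Mcl-1 with rhodamine Noxa BH3 peptide and terbium anti-His antibody; 0% = Mcl-1 plus Noxa peptide wells and 100% = peptide-only wells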
Pf gamet viab: kills late stage P. falciparum gametocytes; P. falciparum stage V gametocytes, ATP luminescence, 24 h; inhibition, % at 10.9 µM; 0.065% of 150,000 active; AID 743093;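 active = inhibition above the mean plus 3 SD of compounds within the control limits, set per campaign, cut at about 38% in these data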;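 also: 0% = DMSO wells and 100% = medium only without gametocytes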
Rac1 mut GTP: modulators of GTP binding to human Rac1 activated mutant; P63000; GST-Rac1 activated beads, fluorescent GTP binding, flow cytometry; actives lie on both sides; 100% means binding = to untreated wells; percent activity (GTP binding), % at 10 µM; 0.11% of 190,000 active;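 active = GTP binding at least 20 percentage points away from the 100% baseline, in either direction, so actives lie on both sides; inconclusive = Compound likely fluorescent itself, or too few beads counted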
GSH bead fluor: compound fluoresces at 488/530 nm on GSH beads | 0.25% of 190,000 active | GSH beads flow cytometry, compound fluorescence 488/530 nm; hits give high values | fluorescence (KMESF) at 10 µM; in the data active = fluorescence above about 89;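 also: glutathione beads carrying GST-tagged Bcl family fusion proteins plus one bare bead set; values are compound well signal with DMSO vehicle wells as background; inactives centre near 16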
Rac1 wt modul: alters GTP binding to wildtype human Rac1; P63000; GST-Rac1 beads, fluorescent GTP binding, flow cytometry; actives lie on both sides; 0 = cold GTP competed, 100 = untreated; GTP binding activity (% of control), % at 10 µM; 0.27% of 190,000 active;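 active = GTP binding activity at least 20 points away from the 100% control level, either lower or higher; inconclusive = compound flagged as likely green fluorescent, judged across all proteins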
Cdc42 wt GTP: modulators (inhibitors or activators) of GTP binding to human Cdc42 wildtype; 0.2% of 190,000 active; P60953; percent activity (GTP binding), % at 10 µM; GST-Cdc42 beads, Bodipy-GTP binding, flow cytometry; actives lie on both sides;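 active = percent activity GTP binding at least 20 points away from the 100% baseline, either down as inhibitor or up as activator; inconclusive = compound flagged as likely green fluorescent from well-wide comparison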;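 also: median bead fluorescence of bound Bodipy-FL-GTP at 100 nM; 0% = excess unlabeled GTP control and 100% = no compound control; below 100% means less GTP binding so inhibitor and above means activator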
Target sequence (P60953 whole entry, looked up): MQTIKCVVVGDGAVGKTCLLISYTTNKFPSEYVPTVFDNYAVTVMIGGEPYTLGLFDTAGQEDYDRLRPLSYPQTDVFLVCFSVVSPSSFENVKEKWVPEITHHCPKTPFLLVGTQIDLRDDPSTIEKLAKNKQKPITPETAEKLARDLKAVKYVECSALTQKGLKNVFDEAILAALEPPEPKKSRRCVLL
Rab7 wt GTP bind: dog Rab7 wildtype GTP binding, inhibitors and activators | GST-Rab7 beads, fluorescent GTP binding, flow cytometry; actives lie on both sides; untreated = 100%, excess cold GTP = 0% | GTP binding activity (percent of control), % at 10 µM | 0.055% of 190,000 active | AID 758;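 active = fluorescent GTP binding to Rab7 beads changed by at least 20 points from the 100% baseline, either direction, mostly lower; inconclusive = compound itself probably fluorescent, or too few beads counted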;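 also: median green fluorescence of bound Bodipy-FL-GTP per Rab7 bead population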
Avidin bead fluor: avidin bead compound fluorescence profile; Avidin beads, compound fluorescence 488/530 nm, flow cytometry; hits give high values; fluorescence (KMESF) at 10 µM; 0.38% of 220,000 active; AID 1775; in the data active = fluorescence above about 47; also: inactives centre near 10
HRas wt GTP bind: human HRas wildtype GTP binding, change in either direction; 0.14% of 190,000 active; GST-Ras wt beads, Bodipy-FL-GTP binding, flow cytometry; actives lie on both sides; GTP binding activity, % at 10 µM; P01112; AID 759;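 active = GTP binding activity at least 20% away from the 100% baseline, either lowered as inhibitor or raised as activator; inconclusive = flagged as likely green fluorescent, judged across all proteins in the well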;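 also: 0% = unlabeled GTP competition control and 100% = no-compound control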
Target sequence (P01112 whole entry, looked up): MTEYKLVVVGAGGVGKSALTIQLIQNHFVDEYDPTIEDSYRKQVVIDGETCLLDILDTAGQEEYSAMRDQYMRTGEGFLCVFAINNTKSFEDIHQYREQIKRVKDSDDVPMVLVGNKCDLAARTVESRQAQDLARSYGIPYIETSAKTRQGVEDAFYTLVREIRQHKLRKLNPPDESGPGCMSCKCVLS
Rab2A wt mod: changes GTP binding to wildtype dog Rab2A, up or down. P61105. GST-Rab2 wt beads, Bodipy-GTP binding, flow cytometry. GTP binding activity, % at 10 µM. 0.19% of 190,000 active. AID 760;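 active = GTP binding activity at least 20 points away from 100%, either lowered or raised; inconclusive = signal likely due to the compound's own green fluorescence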;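 also: 0% = beads with excess unlabeled GTP and 100% = no-compound control corrected for plate trend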
Starred values were filed as active, the others as inactive; ? = inconclusive; nt = not tested or not shown.

Screens in order: Mcl1 Bid PPI	Mcl1 Noxa PPI	Pf gamet viab	Rac1 mut GTP	GSH bead fluor	Rac1 wt modul	Cdc42 wt GTP	Rab7 wt GTP bind	Avidin bead fluor	HRas wt GTP bind	Rab2A wt mod
COc1ccc(OC)c(S(=O)(=O)n2cnc3cc(C)c(C)cc32)c1
  -15	9	nt	101	11	101	102	105	9	104	101
CCOC(=O)N1CCN(C(=O)Cn2c(C)cc3ccccc3c2=O)CC1
  -3	13	nt	99	22	103	103	96	29	100	100
CCCOC(=O)c1ccc(NC(=O)c2ccccc2OC)cc1
  25	8	nt	97	70	102	95	102	13	97	96
CCCCCCCCS(=O)c1sc2nc(C)cc(C)c2c1N (stereo not given)
  -41	-16	nt	99	18	100	101	98	5	101	102
C=CCn1c(SCCC)nc(O)cc1=O
  -80	2	8	101	11	106	99	93	9	99	100
CCc1ccc(NC(=O)CSc2nnc(Cc3cccn3C)n2-c2ccc(F)cc2)cc1
  -9	18	nt	96	25	96	95	96	4	96	98
Cc1ccc2c(c1)NC(=O)c1cccc([N+](=O)[O-])c1CO2
  -36	-7	nt	96	14	98	99	99	11	97	98
Cc1nnc(SCC(=O)NN2C(=O)NC3(CCCCC3)C2=O)s1
  -35	11	20	99	16	104	101	101	6	101	101
CCn1c(Cc2ccccc2)nnc1SCC(=O)N1CCCCC1
  -11	3	nt	98	17	107	103	103	7	104	101
C#CCSc1nnc(-c2ccc(OC)cc2)o1
  1	4	nt	99	72	103	100	99	8	99	100
CCOC(=O)/C(=N/Nc1ccccc1)Sc1nnc(CCc2ccccc2)n1-c1ccccc1
  -68	6	7	98	17	98	93	92	3	94	92
C=CCN1C(=O)/C(=C/c2ccc(OC)cc2)S/C1=N/c1nccs1
  -4	9	26	98	10	102	98	100	10	99	100
Cc1nc(C(=O)Nc2ccc(F)cc2)nn1-c1ccc([N+](=O)[O-])cc1
  4	-3	nt	96	37	98	99	99	8	97	98
Oc1ccccc1OCc1nc2ccccc2s1
  -1	37	-14	94	29	92	94	94	7	94	95
N#Cc1ccc(Oc2ccc(/C=N/O)cn2)cc1
  2	9	-5	95	49	97	98	97	6	97	97
COc1ccc(OC)c(NC(=O)Cn2c(-c3ccc(Cl)cc3)noc2=O)c1
  -14	22	-10	101	11	111	107	102	8	103	102
O=P(CCN1CCCCC1)(c1ccccc1)c1ccccc1
  8	7	nt	99	38	103	99	98	6	99	98
Cc1ccnc(Sc2ccc([N+](=O)[O-])cn2)n1
  -1	2	3	96	25	102	100	95	13	95	97
O=C(Nc1nc(-c2nc3ccccc3s2)cs1)C1COc2ccccc2O1 (stereo not given)
  -5	-22	nt	94	14	97	95	93	21	94	94
Cc1cc(C)c(NS(=O)(=O)c2ccc(NC(=O)/C=C/C(=O)O)cc2)c(C)c1
  -12	7	9	97	9	100	99	96	-3	97	99
CCCCOc1ccc(C(=O)N/C(=C\c2cccc([N+](=O)[O-])c2)C(=O)OC(C)C)cc1
  10	12	-3	94	37	95	98	97	10	98	97
Cc1ccccc1NC(=S)N(Cc1ccco1)C(C)c1cccs1 (stereo not given)
  -20	6	0	94	24	101	99	99	10	99	100
Cc1cc(NC(=O)Cn2nc([N+](=O)[O-])c(Br)c2C)no1
  -24	2	3	97	24	102	95	106	11	99	101
CSc1nnc2n(-c3ccc(C)cc3)c(=O)c3c4c(sc3n12)COC(C(C)C)C4 (stereo not given)
  -3	-9	nt	101	14	105	102	98	26	100	102
COc1ccc(Nc2ncnc3sc(-c4ccccc4)cc23)cc1OC
  -23	32	23	95	5	102	99	102	14	98	96
Cc1cccc2sc(NNC(=O)c3cc(=O)c4ccccc4o3)nc12
  -56	37	nt	74*	18	81	77*	97	4	84	83
CCNC(=O)C1=C(O)c2sccc2N(C)S1(=O)=O
  6	6	4	98	70	102	99	103	9	99	99
Cc1cc(NC(=S)Nc2cccc3ccccc23)n[nH]1
  -25	22	9	94	10	95	94	104	8	98	96
CC(C)(Oc1ccc(Cl)cc1)C(=O)OCn1nnc2ccccc2c1=O
  -2	0	nt	98	26	99	98	101	9	100	99
CC1(C)CC(=O)/C(=C(\O)CCCN2C(=O)c3ccccc3C2=O)C(=NCCO)C1
  -15	-4	-12	95	8	99	94	103	8	97	99
Oc1ccc2cc(Br)ccc2c1CN1CCCC1
  -31	32	4	92	12	93	88	100	16	91	91
CC(=O)c1c(N2CCCCC2)nc(=S)n(-c2ccccc2)c1C
  -37	26	nt	97	14	96	98	98	34	98	98
O=C(CC12CC3CC(C1)CC(CC(=O)N1CCCC1)(C3)C2)N1CCCC1
  -18	-15	-8	102	13	104	103	97	15	100	100
CCn1c(=O)cc(OCC(=O)N(C)C2CCCCC2)c2ccccc21
  -7	-15	12	98	68	102	99	101	6	100	100
CCCCNC(=S)NNC(=O)c1sccc1C
  -19	-6	nt	98	13	102	103	107	40	105	106
CCC(=O)c1cc(F)c(N2CCN(S(=O)(=O)c3ccc(C)cc3)CC2)cc1C
  -3	-3	nt	99	46	106	101	102	36	102	100
COC(=O)c1ccc(C)c(NC(=O)CCc2ccc(OC)cc2)c1
  -6	12	8	97	11	102	97	101	3	98	97
Cc1cc(NC(=O)CN2C(=O)NC(Cc3ccccc3)C2=O)no1 (stereo not given)
  -38	5	nt	100	39	102	104	101	6	103	101
COc1ccc(C(=O)NNS(=O)(=O)c2ccc(C)cc2)cc1
  -16	17	-36	100	17	103	103	103	12	100	100
COc1ccc(NC(=O)CC2SC(=NCc3ccccc3OC)NC2=O)cc1 (stereo not given)
  -12	2	nt	101	13	111	103	104	8	103	104
CCN(CC)c1ccc(C=Nc2ccc(C)cc2C)c(O)c1
  -56	-3	9	92	22	94	94	100	11	94	96
COc1ccc(S(=O)(=O)NN(C)c2ncc(C(F)(F)F)cc2Cl)cc1
  -7	-8	nt	94	10	96	93	95	11	94	95
Cc1cccc(Cn2ncc(Cl)c(Cl)c2=O)c1
  -6	4	nt	99	15	101	101	102	26	101	101
Cc1noc(C)c1COC(=O)c1ccccc1NC(=O)c1ccco1
  -7	12	-3	94	27	98	96	96	12	95	94
COc1ccccc1CNC(=O)CSc1nn2c(=O)c(C(C)(C)C)nnc2s1
  -30	21	-12	95	8	96	97	96	25	94	93

Given as labelled records: entries from further up.
CC1(C)CC(=O)/C(=C(\O)CCCN2C(=O)c3ccccc3C2=O)C(=NCCO)C1
  Mcl1 Bid PPI: -15 | Mcl1 Noxa PPI: -4 | Pf gamet viab: -12 | Rac1 mut GTP: 95 | GSH bead fluor: 8 | Rac1 wt modul: 99 | Cdc42 wt GTP: 94 | Rab7 wt GTP bind: 103 | Avidin bead fluor: 8 | HRas wt GTP bind: 97 | Rab2A wt mod: 99

Oc1ccc2cc(Br)ccc2c1CN1CCCC1
  Mcl1 Bid PPI: -31 | Mcl1 Noxa PPI: 32 | Pf gamet viab: 4 | Rac1 mut GTP: 92 | GSH bead fluor: 12 | Rac1 wt modul: 93 | Cdc42 wt GTP: 88 | Rab7 wt GTP bind: 100 | Avidin bead fluor: 16 | HRas wt GTP bind: 91 | Rab2A wt mod: 91

CC(=O)c1c(N2CCCCC2)nc(=S)n(-c2ccccc2)c1C
  Mcl1 Bid PPI: -37 | Mcl1 Noxa PPI: 26 | Pf gamet viab: nt | Rac1 mut GTP: 97 | GSH bead fluor: 14 | Rac1 wt modul: 96 | Cdc42 wt GTP: 98 | Rab7 wt GTP bind: 98 | Avidin bead fluor: 34 | HRas wt GTP bind: 98 | Rab2A wt mod: 98

O=C(CC12CC3CC(C1)CC(CC(=O)N1CCCC1)(C3)C2)N1CCCC1
  Mcl1 Bid PPI: -18 | Mcl1 Noxa PPI: -15 | Pf gamet viab: -8 | Rac1 mut GTP: 102 | GSH bead fluor: 13 | Rac1 wt modul: 104 | Cdc42 wt GTP: 103 | Rab7 wt GTP bind: 97 | Avidin bead fluor: 15 | HRas wt GTP bind: 100 | Rab2A wt mod: 100

Further results follow.
Screens in order: Mcl1 Bid PPI	Mcl1 Noxa PPI	Pf gamet viab	Rac1 mut GTP	GSH bead fluor	Rac1 wt modul	Cdc42 wt GTP	Rab7 wt GTP bind	Avidin bead fluor	HRas wt GTP bind	Rab2A wt mod
O=c1c2cn[nH]c2[nH]c(=S)n1-c1ccccc1F
  -114	8	16	105	11	105	106	101	21	103	98
COc1ccc(NC(=S)N(Cc2ccc(N(C)C)cc2)Cc2ccco2)cc1
  -45	-13	nt	96	6	100	95	96	3	100	98
O=C1C2CCCN2C(=O)N1CCCCN1CCN(CCO)CC1 (stereo not given)
  -7	22	-13	101	10	105	97	100	5	101	95
CCOC(=O)CSC(C)C(=O)Nc1nnc(C(C)C)s1 (stereo not given)
  1	13	nt	101	21	109	102	101	9	102	102
Cc1cc(/C=N/n2c(COc3ccccc3C)nc3ccccc3c2=O)c(O)c([N+](=O)[O-])c1
  -2	81*	-3	95	22	99	97	95	7	97	94
CCc1ccccc1-n1c(SCC(=O)N2CCCC2)nc2[nH]ncc2c1=O
  4	16	-31	97	12	101	99	101	10	98	98
CC(C)C(=O)Nc1ccc(NC(=S)NC(=O)c2cc3ccccc3o2)cc1
  -46	3	-5	?	21	?	?	?	9	?	?
O=C(NC1CCCCCCC1)c1c(O)c2ccccc2[nH]c1=O
  3	-18	nt	98	31	100	100	98	7	101	101
Nc1cc(=O)[nH]c(SCC(=O)Nc2cc(S(=O)(=O)N3CCOCC3)ccc2Cl)n1
  -32	9	7	104	16	114	104	105	11	105	105
Cc1ccc(NC(=O)N2CCOCC2)c(C)c1
  -31	0	nt	101	24	104	103	99	28	101	102
O=C(CNC1CCCCC1)Nc1cc(S(=O)(=O)N2CCOCC2)ccc1Cl
  -20	8	-15	97	12	100	96	105	8	98	100
Cc1ccc(SCC(=O)NCCSC(C)(C)C)cc1
  -24	16	-7	98	32	103	97	103	11	100	99
COc1ccc(OC)c(-c2cc(C(=O)NCc3ccco3)no2)c1
  nt	nt	nt	97	33	99	100	100	11	100	100
Nc1nc2ccc(N3CCOCC3)cc2s1
  -1	22	-10	99	53	101	101	99	8	101	98
O=C(Nc1ccc(N2CCOCC2)cc1)c1ccc([N+](=O)[O-])cc1
  -28	0	9	93	15	97	93	104	5	95	96
O=C(CCc1ccccc1)NNC(=S)Nc1ccc(F)cc1
  -48	5	-11	95	8	100	96	93	21	94	96
CC(=O)C1=C(O)C(=O)N(Cc2cccnc2)C1c1ccccc1 (stereo not given)
  9	25	nt	99	15	105	99	97	4	100	101

Screening results deposited in PubChem by several laboratories.
